Compound activity from PubChem BioAssay.
hcDAF12 agonist: H. contortus DAF-12 nuclear receptor activators, primary screen, cell-based, luminescence, HEK293, lit1-tk-luc reporter; activation, % at 6.8 µM; HEK293 hcDAF-12 lit1-tk-luc reporter; 0% DMSO, 100% Δ7-dafachronic acid; AID 652067, 2013; 370,000 tested, 1.4% active;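 active = activation above the mean of all tested compounds plus 3 SD, cut at about 5.5% in these data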;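 also: 100% = response to 3 µM Δ7-dafachronic acid high control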
PLCb3 inh: human PLC-beta3 inhibitors, primary screen, biochemical, fluorescence | 1-phosphatidylinositol 4,5-bisphosphate phosphodiesterase beta-3 (Homo sapiens), Q01970 | Purified PLC-beta3, fluorogenic substrate | inhibition, % at 12.2 µM | 370,000 tested, 0.18% active; in the data active = inhibition above about 11%;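 also: 0% = median of compound wells on plate and 100% = full blocker control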
SMARCA2 activ: SMARCA2 (BRM) function activators, primary screen, cell-based, luminescence, high throughput. 370,000 tested, 1% active. activation, % at 9.1 µM. MG213 cells, MMTV-luciferase reporter, dexamethasone, overnight; in the data active = activation above about 7.8%;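 also: 0% = vehicle wells and 100% = reference activator wells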
NR1D1 modulator: modulators of Rev-erb alpha DNA binding, primary screen, biochemical, FITC-DNA, fluorescence polarization, uHTS; Nuclear receptor subfamily 1 group D member 1 (Homo sapiens), P20393; Rev-erbα–FITC-DNA binding, 90 min; activity, % at 10 µM; 370,000 tested, 0.79% active;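 active = activity above about 14%, limit read from the data; passing the limit was not always enough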;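 also: 0% = DMSO wells with 35 nM protein and 100% = DMSO wells with 750 nM protein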
MBD2 inh: inhibitors of MBD2 binding to methylated DNA, primary screen, biochemical, TR-FRET, DNA-binding domain, human | 370,000 tested, 0.31% active | inhibition, % at 4.4 µM | AID 686964, 2013 | MBD2 binding to methylated oligonucleotide | Methyl-CpG-binding domain protein 2 (Homo sapiens), Q9UBB5; in the data active = inhibition above about 13%
Target sequence (Q9UBB5 whole entry, looked up, the tested form may be a part): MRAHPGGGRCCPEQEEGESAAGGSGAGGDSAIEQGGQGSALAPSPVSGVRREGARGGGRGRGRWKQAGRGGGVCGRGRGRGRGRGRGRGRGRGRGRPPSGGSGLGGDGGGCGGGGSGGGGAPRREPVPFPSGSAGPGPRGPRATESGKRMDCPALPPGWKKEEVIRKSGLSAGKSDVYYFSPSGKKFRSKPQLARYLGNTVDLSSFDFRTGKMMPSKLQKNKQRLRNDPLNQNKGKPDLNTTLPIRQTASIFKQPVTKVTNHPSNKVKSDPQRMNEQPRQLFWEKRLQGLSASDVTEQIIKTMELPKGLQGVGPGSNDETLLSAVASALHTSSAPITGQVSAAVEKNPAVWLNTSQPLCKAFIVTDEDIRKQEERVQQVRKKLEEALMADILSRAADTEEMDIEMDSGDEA
ADAM17 inh: ADAM17 inhibitors, primary screen, biochemical, QFRET | Disintegrin and metalloproteinase domain-containing protein 17 (Homo sapiens), P78536 | recombinant ADAM17, EDANS/DABCYL FRET peptide cleavage | inhibition, % at 6.95 µM | 370,000 tested, 0.83% active | AID 720648, 2013;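 active = inhibition above the mean of compounds lying between control limits plus 3 SD, set per campaign, cut at about 8.5% in these data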;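 also: 0% = DMSO-only wells as the low control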
ssDAF12 agonist: S. stercoralis DAF-12 nuclear receptor activators, primary screen, cell-based, luminescence, HEK293, GRIP1 co-expression, lit1-tk-luc; Nuclear hormone receptor DAF-12 (Strongyloides stercoralis); HEK293 ssDAF-12/GRIP1 lit1-tk-luc reporter; % of 3 µM dafachronic acid response; activation, % at 6.8 µM; 370,000 tested, 1% active; AID 652126, 2013;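 active = activation above the mean over all tested compounds plus 3 SD, cut at about 0.9% in these data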;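 also: 0% = DMSO-only wells and 100% = 3 µM delta7-dafachronic acid wells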
hgDAF-12 ag: H. glycines DAF-12 receptor agonists, primary screen, cell-based, luminescence, HEK293, GAL4 fusion, UAS-luciferase; Nuclear hormone receptor DAF-12 (Heterodera glycines), GAL4 fusion; HEK293 GAL4-hgDAF12 UAS-luciferase reporter, agonist luminescence; normalized to butyrate control; activation, % at 6.8 µM; 370,000 tested, 1.8% active; AID 687014, 2013;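 active = activation above a cutoff set at the mean of all screened compounds plus 3 SD, cut at about 10% in these data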;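 also: 0% = DMSO wells and 100% = sodium butyrate wells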
PLCg1 inh: PLC-gamma1 enzyme inhibitors, primary screen, biochemical, fluorescence, purified enzyme; fluorogenic substrate; inhibition, % at 12.2 µM; 370,000 tested, 0.84% active; in the data active = inhibition above about 9.5%
DAX1 inh-1: DAX1 (NR0B1) inhibitors on StAR promoter, primary screen, cell-based, luminescence, SF-1 (NR5A1), full-length DAX-1; HEK293T StAR-luciferase reporter, SF-1/DAX-1 repression relief; AID 652010, 2013; inhibition, % at 6.8 µM; 370,000 tested, 1.1% active;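 active = inhibition above the mean over all tested compounds plus 3 SD, cut at about 3.6% in these data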;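 also: 0% = DAX-1 cells with DMSO and 100% = cells lacking DAX-1 with DMSO; higher inhibition means more luminescence from relief of DAX-1 repression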
DAX1 inh-2: DAX1 (NR0B1) inhibitors, primary screen, cell-based, HEK293, Gal4-DAX1, luciferase luminescence | AID 504766, 2011 | Nuclear receptor subfamily 0 group B member 1 (Homo sapiens), P51843 | inhibition, % at 6.75 µM | HEK293 Gal4-DAX1 luciferase reporter | 340,000 tested, 0.99% active;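 active = inhibition above the mean over all tested compounds plus 3 SD, cut at about 4.2% in these data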;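 also: 0% = DAX1-transfected cells with DMSO and 100% = empty-vector control cells with DMSO; inhibition shows as a rise in luminescence from relieved DAX1 repression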
Target sequence (P51843 207-470 limits assumed): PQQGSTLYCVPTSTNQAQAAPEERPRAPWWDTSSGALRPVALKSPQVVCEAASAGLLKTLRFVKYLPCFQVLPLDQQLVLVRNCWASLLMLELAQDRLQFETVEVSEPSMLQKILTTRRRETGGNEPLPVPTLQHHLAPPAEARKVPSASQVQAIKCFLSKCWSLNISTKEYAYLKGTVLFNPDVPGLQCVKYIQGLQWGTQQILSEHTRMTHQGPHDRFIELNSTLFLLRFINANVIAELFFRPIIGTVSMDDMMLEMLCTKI
Active calls of the source: *; . = not tested or not shown.

SMILES	hcDAF12 agonist	PLCb3 inh	SMARCA2 activ	NR1D1 modulator	MBD2 inh	ADAM17 inh	ssDAF12 agonist	hgDAF-12 ag	PLCg1 inh	DAX1 inh-1	DAX1 inh-2
O=C(N/N=C/c1ccc(OC(F)F)cc1)c1cccc(S(=O)(=O)N2CCOCC2)c1	-0.2	1	-4	-4	-1	-2	-0.2	-2.5	-3	0.0	-0.4
COc1ccccc1CN1CC(C(=O)NCCc2ccccc2Cl)CCC1=O (stereo not drawn)	0.1	-6	3	-3	-11	-1	-0.7	0.9	0	0.0	0.3
Cc1cc(C(=O)Nc2ccccc2C(F)(F)F)no1	-0.2	3	-3	0	-1	2	-1.0	-0.3	6	0.0	0.8
O=C(OCC(=O)N1CCCCCC1)c1ccccc1Br	5.7*	-5	3	1	-6	-3	-0.1	12*	0	4.5*	1.6
CC1C(=O)CC(c2ccc([N+](=O)[O-])cc2)NC1c1ccc([N+](=O)[O-])cc1 (stereo not drawn)	-0.5	5	1	-3	-3	-1	-1.1	-0.3	0	0.1	0.1
CCSc1ccccc1C(=O)NCc1ccc(S(N)(=O)=O)cc1	-1.6	-3	-2	1	5	-2	-0.5	-2.0	2	-0.5	-1.1
N#Cc1c(F)cccc1NCc1cccnc1	-2.6	-6	-3	6	1	-17	-1.1	-1.1	-3	-0.1	0.8
CC(=O)N(c1ccccc1)C(C)c1nc(C#N)c(C#N)nc1C (stereo not drawn)	-0.4	1	-3	-3	4	-3	-0.3	1.7	0	0.3	-1.4
CCC1SC(CC)C(=O)N(CC(=O)NC2CCCCC2)C1=O (stereo not drawn)	-0.8	2	2	-7	2	-1	-1.7	0.3	3	0.6	0.8
O=C(O)CCCC(=O)Nc1ccccc1C(=O)O	-0.8	2	6	-4	1	-3	-1.3	-1.9	3	0.3	0.5
C=CCn1c(SCC(=O)Nc2ccc3c(c2)OCCO3)nnc1-c1ccccn1	-2.5	4	2	5	-3	-1	-1.5	-0.1	-1	-1.5	-0.1
COc1ccc(C2=NCC(CSc3nnnn3C)S2)cc1 (stereo not drawn)	-1.2	-9	0	-1	1	-5	-0.8	2.0	-7	-1.2	-1.6
CCCCN1c2cc(C)c(O)cc2C(C(=O)OCC)C1C (stereo not drawn)	-2.4	-1	-5	-1	0	-2	-1.9	0.1	1	-1.5	.
CC(=O)c1cc(C(c2csc(C(C)=O)c2)c2csc(C(C)=O)c2)cs1	-0.2	1	-6	8	-2	1	-1.2	2.9	1	-0.5	1.6
CCOc1cc(/C=C(\C(=O)O)c2ccc(S(=O)(=O)N3CCCC3)s2)ccc1OC	-1.4	-184	1	-5	3	-32	-0.8	-1.7	-109	0.0	-0.7
O=C(CCc1nc(-c2ccccc2F)no1)Nc1ccc(Oc2ccccc2)cc1	-4.0	-9	-2	-1	1	8	-2.1	-6.6	0	-3.3	-2.0
N#Cc1ccc(NC(=O)Cn2cnc(S(=O)(=O)N3CCc4ccccc43)c2)cc1	-0.3	-2	-5	7	0	5	-0.9	0.1	8	-0.3	0.3
CC(CCc1ccccc1)NC(=O)CN1CCOc2ccccc21 (stereo not drawn)	3.4	-5	-1	5	-4	-4	0.4	0.6	-4	-0.5	0.2
CCCOc1ccc(F)cc1-c1cc(C(=O)NC(C)C)[nH]n1	-2.5	5	0	-5	-3	1	-0.8	-0.1	-2	-2.0	.
CCCc1nc2ccc(Br)cn2c1Cc1cccc(Cl)c1	-0.2	-18	3	-1	8	-8	-1.4	0.5	-12	-0.1	.
CN(C)CCNc1ccc(Cl)cc1[N+](=O)[O-]	-1.2	2	-1	5	-23	0	-1.5	-0.6	0	0.1	-0.1
N=C1C(c2ccccc2)=C(O)CN1c1cccc(S(N)(=O)=O)c1	-1.0	1	2	-1	2	2	-0.9	-2.4	-2	0.2	0.9
Cc1ccc(N2CC(=O)Nc3c(oc4nc(-c5ccccc5)cc(C)c34)C2=O)cc1	-0.3	-7	-1	21	-3	-1	-1.0	0.6	0	0.3	2.9
CCOC(=O)C1=C(C)Nc2nc(SCc3cccnc3)nn2C1c1ccc(OC)cc1 (stereo not drawn)	3.6	-1	-2	-6	5	-4	-0.5	2.5	-3	0.3	0.9
Cn1ncc([N+](=O)[O-])c1C(=O)Nc1ccccc1C#N	-0.1	0	-1	-3	0	-3	-0.7	0.4	0	-0.1	-0.5
O=C(CSc1nnc(-c2ccccc2)o1)NCC1CCCCC1	-2.2	-3	-2	1	-1	-1	-1.9	-1.2	-4	-0.8	-0.3
Cn1c(=O)c2c(SCC(=O)Nc3cccc(F)c3)nc(-c3ccco3)nc2n(C)c1=O	-0.1	-6	-3	4	3	-6	-1.3	3.0	2	-0.7	2.6
COc1ccccc1NC(=O)C1CCCCN1S(=O)(=O)c1ccc(F)cc1 (stereo not drawn)	-2.4	1	-1	3	-1	2	-1.7	-2.6	4	-0.4	-1.5
COc1ccc(-c2c(C#N)c(N)n(N)c(=O)c2C#N)cc1Cl	-1.6	-22	-1	-1	4	-6	-0.9	-2.6	-11	-0.7	0.0
Nc1nc(SCc2ccccc2)cc(SCc2ccccc2)n1	2.0	-5	-1	1	1	6	-0.2	12*	-3	3.1	0.5
COc1ccc(S(=O)(=O)c2ccc(O)cc2)cc1	-0.2	1	-3	-6	0	1	0.6	-2.2	4	-0.1	0.3
O=C(NCc1ccco1)C12CN(Cc3ccccc3)CC1C(c1cccc([N+](=O)[O-])c1)=NO2 (stereo not drawn)	-1.1	2	0	0	5	-2	-1.1	2.1	2	-0.7	0.8
COc1cccc(-n2cnc3sc(C)c(C)c3c2=O)c1	2.3	5	0	2	0	0	-1.0	1.0	5	0.0	0.2
Cc1cc2nc(Cl)c(Cl)nc2cc1C	-1.7	-4	1	4	0	-1	-0.3	2.0	3	1.0	-0.8
C[C@@H]1C(c2cccc(Cl)c2)=NN(c2ccccc2)[C@H]1C(=O)N1CCOC1=O	3.9	-111	-1	1	-3	-38	-0.4	-1.1	-74	1.3	-0.2
O=C1c2ccccc2C(=O)N1CC(=O)N1c2ccccc2Sc2ccccc21	0.0	3	0	2	-2	-2	-1.4	-1.0	0	-0.3	0.1
Cc1ccc(-n2c(SCC(=O)NCc3cccs3)nnc2-c2ccoc2C)cc1	-0.4	1	3	4	-1	-2	-0.8	1.0	-1	-0.3	0.1
CC1CC(C)CN(C(=O)c2cc(-c3ccccn3)nc3ccccc23)C1 (stereo not drawn)	-1.1	3	6	-3	0	-1	-1.0	-1.6	3	-0.6	0.6
COc1ccc(N=Nc2ccc(N)nc2N)cc1	4.6	-12	12*	12	-11	-10	0.0	11*	-4	3.2	4.6*
CC(C)C[C@H](NC(=O)Nc1ccccc1F)C(=O)O	-1.4	0	1	0	-1	-4	-1.3	0.3	1	2.7	-0.7

Records listed above printed as active in DAX1 inh-2:
canonical_smiles,hcDAF12 agonist,PLCb3 inh,SMARCA2 activ,NR1D1 modulator,MBD2 inh,ADAM17 inh,ssDAF12 agonist,PLCg1 inh,DAX1 inh-1,DAX1 inh-2
COc1ccc(N=Nc2ccc(N)nc2N)cc1,4.6,-12,12*,12,-11,-10,0.0,-4,3.2,4.6*

Additional results follow.
SMILES	hcDAF12 agonist	PLCb3 inh	SMARCA2 activ	NR1D1 modulator	MBD2 inh	ADAM17 inh	ssDAF12 agonist	hgDAF-12 ag	PLCg1 inh	DAX1 inh-1	DAX1 inh-2
CSCCCNC(=S)N1CCN(S(=O)(=O)c2cccc(C(F)(F)F)c2)CC1	0.9	3	-5	-2	4	1	-1.6	-0.3	2	-0.4	0.1
O=C(Nc1nnc(S(=O)(=O)N2CCOCC2)s1)c1ccc(Cl)cc1	1.0	-8	-1	0	-4	-4	-0.9	-2.1	-2	0.9	1.6
COc1ccc(N2CCN(C(=O)COC(=O)CNC(=O)c3ccccc3)CC2)cc1	2.7	1	2	5	1	0	-1.3	0.9	1	1.1	0.9
CCn1c(=O)n(CC)c2cc(N3CCCC3)c(NC(=O)c3ccccc3C)cc21	-2.8	-23	0	-3	9	-7	-1.2	-3.5	-15	-3.6	-0.5
Cc1cc(C(=O)COC(=O)c2ccc[nH]c2=O)c(C)n1CCc1ccc(F)cc1	0.8	-9	-1	-1	-1	-5	-0.8	-0.6	-3	-1.3	-0.2
CCCCCC1CC(CC/C(C)=N/NC(N)=O)C(=O)O1 (stereo not drawn)	-0.1	-6	0	3	-6	-3	-0.7	-0.7	-1	-0.1	1.6
COC(=O)Cn1cnc2c(nnn2Cc2ccc(Cl)cc2)c1=O	-0.6	1	-3	2	4	-3	-1.3	-0.9	1	0.1	-0.8
Cc1ccc(-c2nc(N)sc2CC(=O)OCC(=O)NCC2CCCO2)cc1 (stereo not drawn)	-0.5	-9	-2	3	3	3	-0.8	0.0	-6	0.4	0.6
CC1=C(C(=O)OC(C)C)C(c2cccs2)C(C(=O)OC(C)C)=C(C)N1	-2.7	-43	-2	12	5	-7	-1.4	1.0	-40	-1.0	-1.0
O=C1CCCCC(=O)c2ccccc2N1	-1.4	2	-2	-5	0	-2	-1.6	-0.9	-3	-0.3	1.4
O=C1OCC2=C1C(c1ccc3c(c1)OCO3)c1cc3c(cc1O2)OCO3 (stereo not drawn)	-0.7	-1	1	1	5	-3	-1.2	4.2	2	-2.8	-3.1
O=C(CN(Cc1ccco1)S(=O)(=O)c1cccs1)Nc1ccccc1C(F)(F)F	0.5	-3	0	4	1	-2	0.0	-0.1	-1	-0.7	0.0
O=C1C(=O)N(CCS(=O)(=O)c2ccccc2)c2ccc(F)cc21	1.2	-8	-2	-1	2	-5	-1.0	-1.1	-1	-0.6	0.3
Cc1ccc(N(CC(O)CN2CCCCC2)S(=O)(=O)c2ccccc2[N+](=O)[O-])cc1 (stereo not drawn)	-1.1	2	0	3	2	-1	-0.7	-1.4	2	0.6	0.5

Filtered by structure: those above containing a COOH group (3)
SMILES	hcDAF12 agonist	PLCb3 inh	SMARCA2 activ	NR1D1 modulator	MBD2 inh	ADAM17 inh	ssDAF12 agonist	hgDAF-12 ag	PLCg1 inh	DAX1 inh-1	DAX1 inh-2
O=C(O)CCCC(=O)Nc1ccccc1C(=O)O	-0.8	2	6	-4	1	-3	-1.3	-1.9	3	0.3	0.5
CCOc1cc(/C=C(\C(=O)O)c2ccc(S(=O)(=O)N3CCCC3)s2)ccc1OC	-1.4	-184	1	-5	3	-32	-0.8	-1.7	-109	0.0	-0.7
CC(C)C[C@H](NC(=O)Nc1ccccc1F)C(=O)O	-1.4	0	1	0	-1	-4	-1.3	0.3	1	2.7	-0.7
